WRN helicase inh – inhibitors of human WRN helicase; Q14191; WRN helicase unwinding, fluorescent forked duplex, kinetic; Potency, µM (doses to about 114 µM), inactives show at the highest dose activity change, negative = inhibition, usual class: inhibitors; actives 0.46% (n = 360,000); AID 651768; also: potency is read from the fitted curve at half-maximal effect; % is scaled to controls: 0 for no effect and ±100 for the full control effect; nearly all actives have a fitted effect of over 55% in size
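Enzyme (20 nM final) and test compound sit together 15 min at room temperature before substrate addition. Substrate is a single-forked duplex oligonucleotide (100 nM) labelled with fluorophore and quencher, with 2 mM ATP; helicase unwinding raises red fluorescence, read kinetically.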
EPAC1 antag – EPAC1 (human) antagonism; O95398; EPAC1 GEF assay, Rap1b-BODIPY-GDP exchange fluorescence; Potency, µM (doses to about 115 µM), for inactives: at the highest dose activity change, negative = inhibition, most hits filed as inhibitors; actives 0.14% (n = 360,000);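 also: potency is read from the fitted curve at half-maximal effect; plate controls were vehicle for no effect and positive control for full effect; nearly all actives have a fitted effect of over 50% in size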
Target sequence (O95398 whole entry, looked up): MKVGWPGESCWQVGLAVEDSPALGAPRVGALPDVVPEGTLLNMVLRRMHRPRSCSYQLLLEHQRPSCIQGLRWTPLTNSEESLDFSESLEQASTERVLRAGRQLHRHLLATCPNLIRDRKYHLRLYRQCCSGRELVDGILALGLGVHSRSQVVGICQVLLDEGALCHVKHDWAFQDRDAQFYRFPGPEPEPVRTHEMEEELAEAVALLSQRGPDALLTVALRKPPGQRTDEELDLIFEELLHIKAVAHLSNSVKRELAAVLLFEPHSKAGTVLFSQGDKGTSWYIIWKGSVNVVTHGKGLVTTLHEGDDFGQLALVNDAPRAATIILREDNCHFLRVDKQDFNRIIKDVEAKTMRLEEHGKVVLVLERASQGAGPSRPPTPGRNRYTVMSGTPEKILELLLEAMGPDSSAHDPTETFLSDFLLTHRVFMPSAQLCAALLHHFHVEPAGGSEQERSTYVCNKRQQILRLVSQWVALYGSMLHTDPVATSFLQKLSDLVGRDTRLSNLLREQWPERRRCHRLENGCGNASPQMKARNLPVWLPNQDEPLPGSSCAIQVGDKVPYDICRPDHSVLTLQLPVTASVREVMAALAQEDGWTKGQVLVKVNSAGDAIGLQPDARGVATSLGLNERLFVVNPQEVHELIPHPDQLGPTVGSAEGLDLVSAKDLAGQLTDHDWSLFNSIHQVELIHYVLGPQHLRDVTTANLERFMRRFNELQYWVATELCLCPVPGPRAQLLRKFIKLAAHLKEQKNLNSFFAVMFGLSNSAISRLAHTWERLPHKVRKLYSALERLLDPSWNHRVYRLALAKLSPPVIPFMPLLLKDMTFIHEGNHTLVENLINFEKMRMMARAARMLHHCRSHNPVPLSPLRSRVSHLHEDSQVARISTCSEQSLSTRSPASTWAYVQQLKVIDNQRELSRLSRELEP
IL-2 act – activators of IL-2. IL-2 activation reporter assay, cell-based qHTS; stimulated with anti-CD3/CD4/CD28 beads; in transgenic mouse T cells. activation, % (series mostly up to about 46 µM). actives 0.065% (n = 360,000); in the data active = activation above about 50%; inconclusive = mostly about 30% to 49%; also: 0% is about no effect
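Unstimulated transgenic mouse T cells preincubated 60 min with compound, then stimulated with anti-CD3/anti-CD4-coated beads plus anti-CD28 for 18 h at 37 degrees C. IL-2 response read as EGFP and DsRed fluorescence by plate cytometry.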
EPAC1 agonist – agonists of human EPAC1; O95398; EPAC1 agonist qHTS, biochemical assay; response scale: 100% = response to 6.5 mM cAMP; Potency, µM (highest dose often 154 µM), inactives show top-dose activation, actives largely listed as activators; actives 0.073% (n = 360,000); AID 720707; also: potency is read from the fitted curve at half-maximal effect; nearly all actives have a fitted effect of over 60% in size
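Fluorescent GDP-exchange assay: 100 nM EPAC1 with 250 nM Rap1B preloaded with BODIPY-GDP and 50 uM GDP; compounds tested as concentration series, 5 min at room temperature, then read every 5 min for 30 min (ex 480/em 540 nm); normalized to 6.5 mM cAMP.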
EPAC2 ag – agonists of human EPAC2 (RAPGEF4); Q8WZA2; EPAC2 activation, biochemical qHTS; response scale: 100% = 6.5 mM cAMP response; Potency, µM (titrated, usually from 154 µM), without a hit: at the highest dose activation, most hits filed as activators; actives 0.079% (n = 360,000); AID 720711; also: potency is read from the fitted curve at half-maximal effect; nearly all actives have a fitted effect of over 50% in size
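Readout is BODIPY fluorescence (480 nm excitation, 540 nm emission), which falls as labeled GDP is exchanged off Rap1B. EPAC2 at 100 nM acted on 250 nM RAP1B-BODIPY-GDP with 50 uM GDP present.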
PLK1 PBD block – inhibitors of human PLK1 polo-box domain binding. Plk1 PBD binding of FITC phosphopeptide, fluorescence polarization. Potency, µM, for inactives: max response, negative = inhibition, actives largely listed as inhibitors. actives 2.8% (n = 360,000). AID 720504; also: potency is read from the fitted curve at half-maximal effect; series mostly up to about 57 µM; % is scaled to controls: 0 for no effect and ±100 for the full control effect; nearly all actives have a fitted effect of over 65% in size
PI5P4Ka inh – PI5P4K alpha (human) kinase inhibition; P48426; max response, %; AID 652105; actives 1.2% (n = 330,000); PI5P4Kalpha enzyme, ADP-Glo luminescence, 60 min; active compounds read low; active = max response of -50% or lower; inconclusive = between -30% and -50%; inactive = -30% or higher; also: value at the top dose of about 77 µM; % is scaled to controls: 0 for no effect and ±100 for the full control effect
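qHTS, 1536-well: enzyme/substrate mix, compound by pin tool, 5 microM ATP final; RT 60 min; ADP-Glo reagents 1 (45 min) then 2 (30 min); luminescence.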
CCT modulator – cytosolic chaperonin activity modulation. actives 0.3% (n = 360,000). purified chaperonin ATPase assay, HTRF ADP detection, 30 min. activity change, % (test concentration not listed), hits read low. AID 651819; in the data active = activity change below about -30%; also: % is scaled to controls: 0 for no effect and ±100 for the full control effect
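TRiC at 40 or 20 nM final (batch-dependent) in 30 mM Tris pH 7.4, 100 mM KCl, 5 mM MgCl2, 1 mM DTT, with compound at single 76 uM and 10 uM ATP, 30 min at 37 deg C. ADP detected by HTRF Transcreener, 665/615 ratio.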
The depositor's hits bear a star; ? = inconclusive; . = no result given. Unless noted, calls follow the shape of the dose curve; as a rule, active = well fitted curve in the direction sought with a large enough effect; inconclusive = small, poorly fitted or top-dose-only effect, or another doubt; inactive = no such curve, though single readings can be large; an effect the other way counts as inactive or inconclusive. These rows are one share of the data; the hit share may differ from the screen's.

SMILES | WRN helicase inh | EPAC1 antag | IL-2 act | EPAC1 agonist | EPAC2 ag | PLK1 PBD block | PI5P4Ka inh | CCT modulator
Cc1ccc(N2C(=O)NC(NS(=O)(=O)c3ccccc3)(C(F)(F)F)C2=O)cc1C (stereo not given) | -20% | 2% | -1.2 | 7% | 0% | 0% | 8 | 0.5
Cc1nc(NC(=O)c2ccc(Br)s2)sc1C(=O)N(C)C | 2% | -1% | -1.0 | 1% | 14% | 1% | . | -2.0
CC(C)=CCc1c(O)c(CC=C(C)C)c2occ(-c3ccc(O)cc3)c(=O)c2c1O | -3% | -29% | 0.2 | -16% | -7% | 3% | -10 | 1.6
O=C(NCCCN1CCCC1=O)c1ccc(OC(F)(F)F)cc1 | 3% | 1% | -0.3 | 3% | 7% | -5% | 14 | 1.1
Cc1cccc2sc(NC(=O)CN3C(=O)C4CC=CCC4C3=O)nc12 (stereo not given) | -31% | ? | -0.8 | 0% | 13% | -11% | 0 | -2.2
CC(C)CCN1C(=O)CSCC1(C)C(=O)Nc1ccc2c(c1)OCCO2 (stereo not given) | 6% | 0% | -0.9 | 2% | 4% | -4% | -2 | .
COc1cc(N)c(Cl)cc1C(=O)OCC(=O)N(C)C1CCCCC1 | 2% | -15% | 0.3 | -3% | 6% | 2% | -1 | -0.3
CCOC(=O)c1c(-c2ccc(C)o2)csc1NC(=O)CN1CCN(CC)CC1 | 6% | 2% | -2.2 | 1% | 6% | ? | . | -5.5
Cc1cccc(-c2nnc(SC(C)C(=O)N3CCOCC3)o2)c1 (stereo not given) | 2% | -30% | 3.7 | 2% | -6% | -4% | -4 | -1.1
Cn1nc(C(=O)Nc2cccc(S(N)(=O)=O)c2)c2ccccc2c1=O | ? | -11% | 1.4 | 2% | 10% | -9% | -11 | -1.2
CCOC(=O)c1ccc(NNC(=O)CC)c([N+](=O)[O-])c1 | -1% | -19% | -2.4 | 0% | 6% | -13% | 0 | -3.1
CCOc1ccccc1-c1nc(-c2cc3ccccc3nc2OC)no1 | -15% | -1% | -0.6 | 23% | 24% | 11% | 2 | -19
N#CCCN1C(=O)C2(OCCO2)c2ccccc21 | 3% | -4% | -0.8 | 6% | -1% | -3% | 5 | -1.7
COC(=O)C1=C(C)N(Cc2ccccc2)C(=NCCc2c[nH]c3ccccc23)N[C@H]1c1ccccc1 | 5% | -4% | -2.5 | -7% | 8% | 2% | -9 | 1.0
CCN1/C(=C2/OC(=S)N(C)C2=O)Sc2ccccc21 | ? | -14% | 4.5 | 6% | 4% | 0% | -4 | 1.2
O=C(CN1CCN(CC(=O)Nc2cccc(F)c2)CC1)Nc1ccc(-c2ccccc2)cc1 | 1% | -1% | 0.1 | -10% | 4% | 3% | 1 | -3.4
CCC1(CC)SCCNC1=O | 8% | 4% | -5.6 | -6% | 9% | 7% | 1 | -7.6
CCn1c(C(=O)O)c(CC(=O)Nc2ccccc2OC)c2ccccc21 | 1% | 10% | -1.4 | 13% | 5% | 6% | 14 | -3.1
CC(Nc1nc(-c2ccc3c(c2)NC(=O)CO3)cs1)c1ccccc1 (stereo not given) | -4% | -12% | -4.1 | 9% | 14% | 17µM* | 6 | -1.5
O=C(Cn1ncc(Cl)c(Cl)c1=O)c1ccc2c(c1)OCCO2 | -6% | -26% | -4.5 | 3% | -5% | -12% | -25 | -1.7
Cc1ccc(NC(=O)N2CCN(C(=O)c3ccco3)CC2)cc1Cl | -19% | 9% | -1.3 | -6% | 4% | -9% | 0 | 1.8
CC(Oc1ccccc1Cl)C(=O)N(Cc1ccco1)C1CCS(=O)(=O)C1 (stereo not given) | 0% | -2% | 0.2 | 9% | 0% | -8% | . | 0.1
Nc1nnc(-c2ccc(Cl)cc2Cl)s1 | -4% | 1% | 3.1 | -5% | 8% | -6% | -1 | 0.3
C/C(=N\NC(=O)c1nnn(-c2nonc2N)c1-c1ccc2c(c1)OCO2)c1ccccc1 | 5% | -16% | 1.7 | 3% | 1% | -18% | 1 | 0.3
CC(C)(C)c1ccc(-c2nc(N)nc(N)n2)cc1 | -2% | 14% | -0.1 | -8% | 3% | -3% | -2 | 2.4
O=C(NC1CCCC1)C1C(c2ccc(C(F)(F)F)cc2)=Nc2ccccc2N1C(=O)c1ccco1 (stereo not given) | -7% | 5% | -0.9 | -8% | 1% | -6% | -4 | .
COc1cccc(C(=O)/C=C/Nc2ccc(S(=O)(=O)Nc3ccc(C(C)=O)cc3)cc2)c1 | -25% | -14% | -1.3 | 18% | 19% | -10% | 3 | -0.3
Cc1ccc2oc(C(=O)N(C)Cc3ccon3)c(C)c2c1 | -4% | -7% | 2.9 | 7% | 2% | -11% | 1 | 2.8
Cc1ccc(C(=O)OCC(=O)Nc2ccc(N(C)C)cc2)cc1NC(=O)c1ccco1 | 6% | 13% | 4.0 | -4% | 2% | -7% | 2 | -1.5
CC1CCCCN1C(=O)CSc1nc2ccccc2[nH]1 (stereo not given) | 3% | -14% | 2.2 | 14% | 3% | -8% | 1 | -1.3
Nc1c(-c2cccc(Cl)c2)cnn1-c1cccc([N+](=O)[O-])c1 | -16% | -7% | 0.2 | 9% | 7% | 4% | 2 | -9.1
COc1cc2c(cc1OC)CN(C(=O)c1ccc3[nH]c(C)c(C)c3c1)CC2 | -5% | -18% | 0.0 | -2% | 12% | -5% | -1 | -0.3
Nc1ccc(S(=O)(=O)Nc2nc(-c3ccccc3)cc(-c3ccccc3O)n2)cc1 | 7% | -5% | -2.7 | 3% | 16% | -13% | 5 | 2.3
C=CCn1c(SCC(=O)NC23CC4CC(CC(C4)C2)C3)nc2cc(C(=O)O)ccc2c1=O | -3% | 7% | -0.9 | 1% | 3% | -7% | -27 | -3.5
CCOC(=O)N1CCN(S(=O)(=O)c2ccc(OC)c(OC)c2)CC1 | -4% | -1% | 0.6 | 2% | 3% | -6% | 0 | -17
COc1ccc(S(=O)(=O)N2CCCCCC2)cc1C(=O)N(C)CC(=O)Nc1c(Cl)cccc1Cl | 7% | 10% | -2.8 | -3% | -2% | -3% | 6 | -0.1
Cc1nc(SCc2nc3c([N+](=O)[O-])cccc3[nH]2)c2oc3ccccc3c2n1 | . | 8% | 0.9 | 2% | 3% | . | . | .
C=CCNC(=O)c1ccccc1NC(=O)c1ccccc1N(C)S(C)(=O)=O | 2% | -12% | 0.0 | -5% | 5% | -1% | 3 | -1.8
Cc1ccc2c(c1)c(N=O)c(O)n2Cc1ccc(Cl)cc1 | -1% | -3% | -0.5 | -3% | 12% | -8% | 4 | -2.4
COc1cc2oc(=O)cc(-c3ccc(-c4ccc(C#N)cc4)cc3)c2c(OC)c1OC | -4% | -5% | -0.9 | -2% | 17% | -15% | 1 | -2.4
Cc1cc(Br)cn2c(CC(C)(C)C)c(-c3cccc(Cl)c3)nc12 | -10% | ? | 0.8 | 7% | 8% | -3% | -6 | -2.4
Cc1ccc(SCC(=O)OCC(=O)NCCNC(=O)COC(=O)CSc2ccc(C)c(C)c2)cc1C | -8% | -19% | -3.3 | 11% | -1% | 5% | 15 | -0.3
C#Cc1ccc(CN2CCC(Oc3cc(C(=O)NC4CC4)ccc3OC)CC2)cc1 | -1% | 1% | -0.9 | -16% | 3% | 7% | -5 | -1.2
S=C(c1ccc2c(c1)OCO2)N1CCCCCC1 | 3% | -2% | -1.4 | 7% | 3% | -16% | . | -0.8
Cc1ccc(C(=O)CCC(=O)OC(C)C(=O)NC2CCCCC2C)cc1 (stereo not given) | 10% | 3% | 1.2 | -2% | -3% | -17% | 1 | 0.0
CC(C)(C)NC(=O)C(C1CC1)n1c(=O)c(-c2ccco2)nc2ccccc21 (stereo not given) | 8% | 2% | -0.6 | 1% | -3% | -23% | -63* | .
COc1ccc(CN(C#N)c2nc(SC)nc(N(C)C)n2)cc1 | 100µM* | -19% | -2.4 | 0% | 10% | 0% | 14 | -1.7
COc1cccc(C(c2ccccc2)N2C3CCC2CN(S(=O)(=O)c2ccc(F)cc2)CC3)c1 (stereo not given) | -6% | 0% | 0.8 | 15% | 8% | -5% | 2 | -1.7

Part of the list above, with two lines to a compound.
Sequence of screens – WRN helicase inh | EPAC1 antag | IL-2 act | EPAC1 agonist | EPAC2 ag | PLK1 PBD block | PI5P4Ka inh | CCT modulator
- S=C(c1ccc2c(c1)OCO2)N1CCCCCC1
 : 3% | -2% | -1.4 | 7% | 3% | -16% | . | -0.8
- Cc1ccc(C(=O)CCC(=O)OC(C)C(=O)NC2CCCCC2C)cc1 (stereo not given)
 : 10% | 3% | 1.2 | -2% | -3% | -17% | 1 | 0.0

Exported with two lines to a compound: part of the list above
Order of values – WRN helicase inh	EPAC1 antag	IL-2 act	EPAC1 agonist	EPAC2 ag	PLK1 PBD block	PI5P4Ka inh	CCT modulator
Cc1ccc2c(c1)c(N=O)c(O)n2Cc1ccc(Cl)cc1
  -1%	-3%	-0.5	-3%	12%	-8%	4	-2.4
COc1cccc(C(=O)/C=C/Nc2ccc(S(=O)(=O)Nc3ccc(C(C)=O)cc3)cc2)c1
  -25%	-14%	-1.3	18%	19%	-10%	3	-0.3
S=C(c1ccc2c(c1)OCO2)N1CCCCCC1
  3%	-2%	-1.4	7%	3%	-16%	.	-0.8
O=C(NC1CCCC1)C1C(c2ccc(C(F)(F)F)cc2)=Nc2ccccc2N1C(=O)c1ccco1 (stereo not given)
  -7%	5%	-0.9	-8%	1%	-6%	-4	.
Cc1ccc2oc(C(=O)N(C)Cc3ccon3)c(C)c2c1
  -4%	-7%	2.9	7%	2%	-11%	1	2.8
CCOC(=O)N1CCN(S(=O)(=O)c2ccc(OC)c(OC)c2)CC1
  -4%	-1%	0.6	2%	3%	-6%	0	-17

High-throughput results deposited in PubChem BioAssay by National Center for Advancing Translational Sciences (NCATS).
